# Screening results from PubChem BioAssay.
# Shiga inhibitor: blocks Shiga toxin action in Vero cells; Vero cells, Shiga toxin protein synthesis inhibition reporter; inhibition, % at 38.7 µM; 9.2% of 290,000 active; in the data active = inhibition mostly above about 28%, no sharp cut-off; inactive = mostly below about 43%; note: 0% is about no effect
# Pf growth 48h: P. falciparum growth inhibition at 48 hours (one generation) | AID 504832 | P. falciparum luciferase growth in erythrocytes, 48 h | Potency, µM (top dose mostly 28.7 µM), inactives show at the top dose activity change, negative = inhibition, most hits filed as inhibitors | 5.9% of 310,000 active; note: potency is the fitted concentration of half-maximal effect; % is set by controls: 0 for no effect and ±100 for the full control effect
#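 Firefly luciferase activity from engineered P. falciparum reports growth; inhibitors lower the luminescent signal. Cultures contained 2% hematocrit erythrocytes at 0.1% final parasitemia.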
# Pf growth 96h: P. falciparum growth inhibition at 96 hours | P. falciparum luciferase reporter growth, 96 h | Potency, µM (top dose mostly 28.7 µM), for the others: at the highest dose activity change, negative = inhibition, usual class: inhibitors | 6.9% of 320,000 active | AID 504834; note: potency is the fitted concentration of half-maximal effect; % is set by controls: 0 for no effect and ±100 for the full control effect
#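 Parasite growth measured via integrated firefly luciferase reporter in P. falciparum. Infected erythrocytes at 2% hematocrit, 0.05% parasitemia final were treated 96 hours at 37 C under 5% CO2, and luminescence was read.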
# Giardia FBPA inh: Giardia lamblia aldolase inhibition; purified Giardia FBPA; Potency, µM (top dose mostly 59.6 µM), for the others: at the highest dose activity, negative = inhibition, most hits filed as inhibitors; 0.71% of 290,000 active; note: potency is the fitted concentration of half-maximal effect; % is set by controls: 0 for no effect and ±100 for the full control effect; nearly all actives have a fitted effect of over 55% in size
# Target sequence (A8B2U2 whole entry, looked up): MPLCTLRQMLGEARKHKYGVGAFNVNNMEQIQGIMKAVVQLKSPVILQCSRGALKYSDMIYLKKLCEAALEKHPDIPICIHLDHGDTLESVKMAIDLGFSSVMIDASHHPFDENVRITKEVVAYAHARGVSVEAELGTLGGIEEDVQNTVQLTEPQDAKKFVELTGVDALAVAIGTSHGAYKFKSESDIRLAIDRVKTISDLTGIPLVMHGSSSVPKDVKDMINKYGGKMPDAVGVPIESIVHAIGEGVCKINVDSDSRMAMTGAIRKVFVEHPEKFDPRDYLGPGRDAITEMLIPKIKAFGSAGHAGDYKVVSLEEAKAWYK
#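 Giardia FBPA (40 nM reagent) was preincubated 10 min at RT with compound (up to 57.5 uM final), then substrate plus GAPDH/TPI/NAD/arsenate coupling system with diaphorase/resazurin was added; resorufin fluorescence (525/598 nm) was read after 20 min.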
# HCV inhibitor: inhibitors of hepatitis C virus infection. 3.4% of 340,000 active. Potency, µM (highest dose often 41.8 µM), inactives show top-dose activity change, negative = inhibition, most hits filed as inhibitors. Huh7.5.1 HCVcc-Cre infection, luciferase reporter, 44 h; note: potency is the fitted concentration of half-maximal effect; % is set by controls: 0 for no effect and ±100 for the full control effect
#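 Whole-lifecycle infectious HCVcc-Cre system; cells 1,000/well, compound then virus (~0.5 moi) added 4 h after plating, 44 h culture. Luciferase read 15 sec following 15 min substrate incubation, room temp.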
# Cycloheximide cs: counter-screen hit for Shiga toxin inhibitors, cycloheximide. 12% of 300,000 active. cell reporter, cycloheximide protein synthesis inhibition counterscreen. max response, %; in the data active = max response mostly above about 13%, no sharp cut-off; inactive = mostly below about 14%; note: read at 38.3 µM for the half of the compounds with a filed dose; 0% is about no effect
# The depositor's hits bear a star; ? = inconclusive; · = not tested or not shown; & = joins results of further samples; [ ] = another dose, or the depositor's remark. Unless noted, calls come from the whole dose curve; as a rule, active = well fitted curve in the direction sought with a large enough effect; inconclusive = small, poorly fitted or top-dose-only effect, or another doubt; inactive = no such curve, though single readings can be large; an effect the other way counts as inactive or inconclusive.
SMILES,Shiga inhibitor,Pf growth 48h,Pf growth 96h,Giardia FBPA inh,HCV inhibitor,Cycloheximide cs
CN1CCN(c2ccccc2NC(=O)COc2ccccc2)CC1,-18,-20%,·,0%,?,-1
Cc1ccc(NC(=O)c2sc3nc[nH]c(=O)c3c2C)c(C)c1,23,73%[activator],?,5%,-27%,27*
Cc1[nH]c(N=Nc2ccccc2)nc1N=Nc1ccccc1,71*,3.7µM*,9.3µM*,0%,13µM*,14
CSc1nc2nccc(-c3ccc(-c4ccccc4)cc3)n2n1,3,·,10µM*,1%,-14%,6
CCC1=NN(C(=O)c2ccc(Br)cc2)C(O)(c2ccc(C)cc2)C1 (stereo unspecified),32*,31%[activator],-17%,10%,-8%,33*
CCN(CC)Cc1c[nH]c2ccccc12,59,?,8.3µM*,-2%,-8%,28
Cc1cc(C)nc(/N=C(\N)Nc2ccc(SC(F)F)cc2)n1,-2,12µM*,13µM*,-1%,?,6
Cc1ccc(NC(=O)COc2coc(CN3CCc4ccccc43)cc2=O)c(C)c1,·,?,-18%,·,?,·
O=C(/C=C/c1ccc(F)cc1)NC(=S)N1CCN(Cc2ccccc2)CC1,11,-22%,-3%,-2%,-19%,1
CC(=O)N1c2ccc(S(=O)(=O)NCC3CCC(C(=O)NCc4ccccc4)CC3)cc2CC1C (stereo unspecified),-3,?,22%,·,-28%,9
O=C(Nc1ccc(N2CCOCC2)cc1)Nc1cnsn1,34*,97%[activator],2%,-12%,-11%,44*
COc1ccc(-c2c(C)oc3c(CN4CCN(CCO)CC4)c(O)ccc3c2=O)cc1OC,-8,3%,-15%,0%,3%,-2
O=C(NCc1ccc(Cl)cc1)C1CCN(c2nnc(N3CCCC3=O)s2)CC1,6,44%[activator],21%,15%,22%,-2
CCOCCCNC(=S)NC1CC2CCC(C1)N2Cc1ccccc1 (stereo unspecified),-18,-15%,?,?,?,-2
Cc1ccc(S(=O)(=O)N2CCCC2c2nc3ccccc3s2)cc1 (stereo unspecified),2,-13%,14%,-9%,2%,1
O=C(c1cc2cc(F)ccc2[nH]1)N1CCN(C(=O)c2ccco2)CC1,-1,?,?,·,10%,8
CC(CN1CCCCC1)OC(=O)c1ccco1 (stereo unspecified),-2,15%,?,-18%,3%,-7
C[C@H](NC(=O)c1nc[nH]c1C(=O)NC1CCNCC1)C(=O)OC(C)(C)C,·,0%,79%[activator],·,-2%,·
O=C(c1ccccc1Cl)N1CCC(O)(c2cccnc2)CC1,-5,0%,55%[activator],6%,12%,6
COc1ccc(NC(=O)Cn2c(=O)sc3ccccc32)c(OC)c1,14,·,21%,1%,-27%,-2
Cc1ccc(S(=O)(=O)N(C)S(=O)(=O)c2ccc(C)cc2)cc1,·,?,68%[activator],·,-8%,·
CC1=CC(=O)OC1Cc1ccncc1 (stereo unspecified),-14,0%,8%,2%,-6%,-2
O=C(Oc1ccc(C(=S)N2CCCCC2)cc1)c1ccccc1F,-20,13%,-17%,0%,5%,-3
Cc1ccc(C(=O)N=c2sccn2C)o1,-5,11%,-16%,·,1%,7
CCN(CC)CCNC(=O)c1cc(-c2ccc(Br)s2)nc2ccccc12,-4,·,2%,-1%,13µM*,-9

# Profiles, looked up by structure:
# CCN(CC)CCNC(=O)c1cc(-c2ccc(Br)s2)nc2ccccc12 in the list: Shiga inhibitor: -4; Pf growth 48h: ·; Pf growth 96h: 2%; Giardia FBPA inh: -1%; HCV inhibitor: 13µM*; Cycloheximide cs: -9
# O=C(c1ccccc1Cl)N1CCC(O)(c2cccnc2)CC1 in the list: Shiga inhibitor: -5; Pf growth 48h: 0%; Pf growth 96h: 55%[activator]; Giardia FBPA inh: 6%; HCV inhibitor: 12%; Cycloheximide cs: 6
# O=C(/C=C/c1ccc(F)cc1)NC(=S)N1CCN(Cc2ccccc2)CC1 in the list: Shiga inhibitor: 11; Pf growth 48h: -22%; Pf growth 96h: -3%; Giardia FBPA inh: -2%; HCV inhibitor: -19%; Cycloheximide cs: 1

# Back to the main list, starting 2 compounds before the break.
SMILES,Shiga inhibitor,Pf growth 48h,Pf growth 96h,Giardia FBPA inh,HCV inhibitor,Cycloheximide cs
Cc1ccc(C(=O)N=c2sccn2C)o1,-5,11%,-16%,·,1%,7
CCN(CC)CCNC(=O)c1cc(-c2ccc(Br)s2)nc2ccccc12,-4,·,2%,-1%,13µM*,-9
CCC/C(O)=N\S(=O)(=O)c1ccc(N=NN(C)C)cc1,-9,-12%,35%,3%,-16%,-4
CCC(=O)N(Cc1ccco1)C1CC(=O)N(c2ccccc2)C1=O (stereo unspecified),-3,16%,-13%,0%,-1%,-2
O=C(c1ccc(Cl)c(F)c1F)N1CCOCC1,-14,·,31%[activator],5%,3%,-4
CCn1c(SCC(=O)Nc2nc(C)cs2)nnc1-c1ccoc1C,-15,·,3%,-5%,-6%,4
Cc1ccc(C)c(N2CCN(C(=S)NC3CCCCC3)CC2)c1,-6,3%,?,-1%,20%,-2
CC(=O)NS(=O)(=O)c1ccc(N=c2ssc3c2-c2cc(C)c(C)cc2NC3(C)C)cc1,-9,-27%,?,4%,?,-6
Cc1cc(C(F)(F)F)nc(SCC(=O)Nc2nccs2)n1,-10,11%,?,4%,10%,-1
COc1cc(OC)cc(-c2nnc(SCC(=O)N3CCCC3)o2)c1,1,4%,-10%,2%,-6%,0
Cn1c(N)c(C(=O)COC(=O)COc2ccc(Br)cc2)c(=O)n(C)c1=O,·,-24%,18%,·,2%,·
CC(C)c1c(C(=O)N/N=C/c2cccnc2)nnn1-c1nonc1N,-9,34%[activator],51%[activator],6%,2%,10
Cc1nnc2sc(-c3ccc(N(C)C)cc3)nn2c1=O,54*,28%,10µM*,0%,4%,28*
Cc1nn(C)c2nc(NNC(=O)Nc3cc(Cl)nc(Cl)c3)cc(C(C)C)c12,14,·,·,-2%,·,4
COc1ccc([N+](=O)[O-])cc1NC(=O)Cc1noc2ccc(C)cc12,1,?,?,0%,13%,-1
O=C(CSc1nc(O)c(Cc2ccccc2)c(=O)[nH]1)Nc1nc2c(s1)CCCC2,41*,12%,-28%,13%,8%,28*
CCO[C@H]1OC(C(=O)Nc2ccccc2)=C[C@@H](c2csc3ccccc23)[C@@H]1CCCO,6,?,?,-11%,-11%[8.37 µM],2
CC(C)n1cnnc1SCC(=O)Nc1ccc(N2CCCCC2)cc1,·,22%,22%,·,7%,·
CCOC(=O)N1CCC(NC(=O)c2cc(C(=O)NCc3cccc(Cl)c3)ccc2CO)CC1,-11,·,?,4%,?,-3
CC1(C)C(=O)Nc2ccccc2N1C(=O)COC(=O)c1ccc(Cl)c(S(=O)(=O)NCc2ccccc2)c1,-24,?,·,4%,?,-4
O=C(CNS(=O)(=O)c1ccc(Br)s1)N1CCC(N2CCCCC2)CC1,-7,18%,40%[activator],4%,10%,-1
N=C1CCC(=N)c2c1c(O)c1ccccc1c2O,4,?,?,6.3µM*,-18%,13*
O=C(COC(=O)CCCN1C(=O)c2ccccc2C1=O)Nc1ncc(Cl)cc1Cl,25,20%,-12%,0%,3%,-3
CCOc1cc(/C=N/NC(=O)c2cccnc2)ccc1OCC(=O)N1CCOCC1,-7,6%,·,0%,5%,-1
COc1ccc(N(Cc2ccccc2)S(=O)(=O)c2cccc(C(=O)O)c2)cc1,-12,44%[activator],-8%,?,6%,-4
Cc1cc(CNC(=S)Nc2ccc(S(=O)(=O)Nc3ncccn3)cc2)nn1C,-7,0%,?,?,25%,-2
CCOc1ccc(Cl)cc1S(=O)(=O)N1CCN(c2ccc(F)cc2)CC1,-5,12µM*,·,-1%,1%,-3

# New compounds follow.
SMILES,Shiga inhibitor,Pf growth 48h,Pf growth 96h,Giardia FBPA inh,HCV inhibitor,Cycloheximide cs
O=C(c1ccccc1Cc1ccccc1)N1CCN(S(=O)(=O)c2ccccc2Br)CC1,·,12µM*,7.4µM*,·,?,·
CCOc1ccc(N(CCC#N)S(=O)(=O)c2ccc(OC)cc2)cc1,-24,1%,2%,-1%,?,-5
COc1ccc2[nH]c(=O)c(CN(C3CCCCC3)C(c3nnnn3Cc3ccco3)C(C)C)cc2c1 (stereo unspecified),20,13µM*,42%[activator],-17%,?,-3
Cc1ccc(NC(=O)C2CCCN2C(=O)NC2CCCCC2)cc1F (stereo unspecified),23,8%,30%[activator],-3%,15%,-2
O=C(CCS(=O)(=O)c1cccc2nsnc12)N1CC(=O)N(CCc2ccccc2)C(=O)C1,-10,18%,?,-1%,21%&20%,1
N#Cc1ccc(-c2ccccc2)nc1SCCN1CCOCC1,-15,21%,3%,-7%,?,6
Fc1ccc(-c2nnn(Cc3ccccc3Cl)n2)cc1,99*,29%,21%,7%,2µM*,36*
CC(=O)N1CCc2cc(C(=O)CN3CCN(c4ccccc4F)CC3)ccc21,59*,·,7%,-18%,-10%,21*
CN(C)CCCNC(=O)C1CCNCC1,-3,3%,-23%,9%,7%,5
COc1ccc(C2c3ccsc3CCN2C(=O)C(C)(C)C)cc1 (stereo unspecified),-7,?,?,0%,-6%,-1
N#Cc1ccsc1NC(=O)C1CCN(C(=O)c2ccc(Cl)cc2)CC1,·,-7%,-14%,·,-13%,·
COc1ccc(CN2CC(C(=O)NCc3ccccn3)CC2=O)cc1 (stereo unspecified),-2,-21%,?,-1%,26%,-1
CCC(C)[C@H](NC(=O)Nc1ccc(S(N)(=O)=O)cc1)C(=O)O (stereo partly specified),13,1%,?,0%,-3%,-3
O=C(O)CC1(CC(=O)Nc2ccc(Oc3cccc(C(F)(F)F)c3)nc2)CCCC1,-9,-10%,-4%,3%,16%,-2
CCOc1ccc(/C=C/C(=O)CCC(=O)O)cc1,74*,141%[activator],-60%,-1%,4%,54*
Cc1[nH][nH]c(=O)c1C(c1cc([N+](=O)[O-])ccc1O)c1c(C)[nH][nH]c1=O,-12,?,125%[activator],?,15%,-1
CC(=O)Nc1ccc(S(=O)(=O)NCc2nc(-c3cccc(C)c3)no2)cc1,-2,19%,-12%,·,-3%,-4
C=CCn1c(O)c(/C=C2/C=c3ccccc3=N2)c(=O)[nH]c1=S,·,33%[activator],?,-17%,13%,5
COc1ccc(NC(=S)NNc2ccc(S(=O)(=O)Nc3ccccc3C(=O)O)cc2[N+](=O)[O-])cc1,-14,-12%,-24%,29%,23%,-3
Cc1ccc(CCNc2ccccc2)c[n+]1[O-],11,·,·,-12%,6%,15*
Cc1ccc(NC(=S)NCCc2ccc(F)cc2)c(C)c1,-1,-16%,-18%,2%,2%,16
CCOC(=O)c1nn(-c2ccccc2)c2nnc(Cc3ccccc3)c(=O)n12,8,7%,?,3%,30%[activator],5
Oc1[nH]c2ccccc2c1N=NC(=S)NCC1CCCO1 (stereo unspecified),18,?,?,-4%,?,17*
COc1cccc(NC(=S)N(Cc2ccc(C)cc2)Cc2ccccn2)c1,-10,?,?,-1%,-22%,1
CCCCOc1ccc(C(=O)N2CCC(C)CC2)cc1,15,26%,·,3%,7%,10

# (continued)
SMILES,Shiga inhibitor,Pf growth 48h,Pf growth 96h,Giardia FBPA inh,HCV inhibitor,Cycloheximide cs
CC(C)Oc1cccc(-c2cc(C(=O)N3CCN(c4ncccn4)CC3)c3ccccc3n2)c1,68*,·,9.3µM*,-4%,·,43*
NS(=O)(=O)c1cccc(NC(=O)CC23CC4CC(CC(Br)(C4)C2)C3)c1,-9,26%,24%,-9%,15%,-1
COc1ccc(C(O)P(=O)(OC(C)C)c2ccc(N(C)C)cc2)c(OC)c1 (stereo unspecified),-12,-5%,-12%,18%,5%,1
O=C1CN(c2nc(-c3ccccc3)c3cc(Br)ccc3n2)c2ccccc2N1,-6,11%,7%,1%,·,-2
Cc1cc(C)cc(NC(=O)CCN2CCOCC2)c1,-3,16%,51%[activator],6%,13%,-1
Cc1ccc(CN2CCN(Cc3cn(C)nc3C)CC2CCO)o1 (stereo unspecified),-15,3%,-53%,3%,10%,-1
COc1ccc(Nc2nc(-c3cccs3)cs2)c(OC)c1,106*,·,180%[activator],?,10µM*,46*

# Rows are unselected; overall some 24% were active at least once.
